mcGAS MS inh – blocks mouse cGAS cGAMP production; 0.18% of 130,000 active; AID 1259397; inhibition, % at 12.5 µM; recombinant mouse cGAS, cGAMP by RapidFire MS;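 active = inhibition of cGAS enzyme activity at or above 60%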;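 also: enzyme stimulated by 45 bp dsDNA with ATP and GTP substrates; cGAMP share of summed cGAMP plus half ATP and half GTP signals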
Target sequence (Q8C6L5 whole entry, looked up): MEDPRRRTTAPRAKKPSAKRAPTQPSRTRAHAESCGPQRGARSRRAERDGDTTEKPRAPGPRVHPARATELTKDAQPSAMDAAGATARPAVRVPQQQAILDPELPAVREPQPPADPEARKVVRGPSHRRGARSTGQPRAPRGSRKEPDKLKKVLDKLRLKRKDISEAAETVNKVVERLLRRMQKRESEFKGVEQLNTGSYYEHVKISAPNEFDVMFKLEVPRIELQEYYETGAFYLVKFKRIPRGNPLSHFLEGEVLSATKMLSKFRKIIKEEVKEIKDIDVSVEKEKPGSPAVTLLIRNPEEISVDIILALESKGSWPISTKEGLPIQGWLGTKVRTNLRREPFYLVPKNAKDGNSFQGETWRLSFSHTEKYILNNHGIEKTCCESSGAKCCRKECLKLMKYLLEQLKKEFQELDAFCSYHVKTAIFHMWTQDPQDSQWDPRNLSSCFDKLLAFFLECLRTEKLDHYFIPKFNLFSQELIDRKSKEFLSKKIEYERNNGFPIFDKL
Starred values were filed as active, the others as inactive; & = joins results of further samples.

mcGAS MS inh	smiles
-1.8	CC(Cn1ccnc1)NCc1cnc2ccc(Br)cn12 (stereo unspecified)
-5.6	CCCn1c(=O)c2c(nc3n(-c4ccc(F)cc4)c(C)cn23)n(C)c1=O
-3.1	Cc1ccc2nc(Cn3cc(C(F)(F)F)cc(Cl)c3=O)cc(=O)n2c1
-5.1	Brc1cc(CNC(c2ccccc2)c2ccccn2)cs1 (stereo unspecified)
-4.6	O[C@@H]1CN(Cc2cccn2-c2ncccn2)CC[C@H]1c1ccc(F)cc1
-2.7	COc1ccc(C(=O)N2N=C(C)CC2(O)C(F)(F)F)cc1 (stereo unspecified)
-6.2	CN(CCC1CCCCC1)C(=O)c1c(O)cnc2ccccc12
0.8	CS(=O)(=O)c1cccc(C(=O)N2CCC(Cc3cccc(C(N)=O)c3)C2)c1 (stereo unspecified)
-3.1	Cc1nc(CNC(=O)NC2CC(c3cccc(Cl)c3)C2)no1 (stereo unspecified)
-11.7	COCC(c1ccccn1)N(C)Cc1ccnc2ccccc12 (stereo unspecified)
-24.6	Cc1scc(C(=O)NN2CCN(C)CC2)c1-c1ccccc1
2.1	Cn1c2ccccc2c2nnc(SCc3ccc4nonc4c3)nc21
4.7	COc1ccc(NC(=O)C=Cc2ccco2)cc1S(=O)(=O)N1CCOCC1
-13.2	CC(C)(C)c1cn(C2CCN(C(=O)CN3CCCCC3=O)CC2)nn1
-9.3	CCOC(=O)C(Cc1ccc(N=Cc2ccco2)cc1)N1C(=O)c2ccccc2C1=O (stereo unspecified)

The last five entries of the section above lead into the next.
mcGAS MS inh	smiles
-24.6	Cc1scc(C(=O)NN2CCN(C)CC2)c1-c1ccccc1
2.1	Cn1c2ccccc2c2nnc(SCc3ccc4nonc4c3)nc21
4.7	COc1ccc(NC(=O)C=Cc2ccco2)cc1S(=O)(=O)N1CCOCC1
-13.2	CC(C)(C)c1cn(C2CCN(C(=O)CN3CCCCC3=O)CC2)nn1
-9.3	CCOC(=O)C(Cc1ccc(N=Cc2ccco2)cc1)N1C(=O)c2ccccc2C1=O (stereo unspecified)
-0.3	Oc1c(N=Nc2ccc3c(c2)OCO3)sc2ccccc12
-8.9	Cc1c(C)n2c3c(=O)n(Cc4ccccc4Cl)c(=O)n(C)c3nc2n1CCOCCO
15.4	S=c1sc2c(Cl)ncnc2n1-c1ccccc1
-6.6	Cc1ccc(-n2c(-c3ccccc3C)n[nH]c2=S)cc1
-8.7	CN(Cc1ncnn1C)C(=O)CSc1ccccc1
3.5	Cc1ccccc1-n1cc(CNC(=O)Cn2nnnc2CN2CCC(C)CC2)cn1
-6.9	O=C(O)Cc1csc2nc(-c3cccs3)cn12
-21.1	COc1ccccc1OCc1cc(C(=O)N(C)C(C)c2cccs2)no1 (stereo unspecified)
-0.9&0.1&6.9	CC(C)NCC(O)c1cc(O)cc(O)c1 (stereo unspecified)
3.0	N=C1c2ccccc2CN1n1cnc2scc(-c3ccccc3)c2c1=O
-44.8	CC(C)c1ccc(C=NCCO)cc1
-4.6	COC(=O)CC1(NC(=O)c2cccc(Oc3ccncc3)c2)CCOCC1
-6.1	N#Cc1c(N)n(-c2ccccc2O)c2nc3ccccc3nc12
2.8	CC(C)Nc1nc(NCCN2CCCC2)c2sc(-c3ccccc3)cc2n1
-7.1	CCc1nnc(CN(C)CCN2CCN(c3ccccc3)CC2)o1

Reprinted from the entries so far (two entries):
mcGAS MS inh	smiles
-1.8	CC(Cn1ccnc1)NCc1cnc2ccc(Br)cn12 (stereo unspecified)
-5.6	CCCn1c(=O)c2c(nc3n(-c4ccc(F)cc4)c(C)cn23)n(C)c1=O

(list continues)
mcGAS MS inh	smiles
8.6	CC(C)(C)OC(=O)NC1CCCCC1NS(=O)(=O)c1cccc(F)c1 (stereo unspecified)
1.4	CC1(c2ccccc2)CC(=O)N(CN2CCOCC2)C1=O (stereo unspecified)
-8.0	CC1(C(=O)NS(=O)(=O)C2CC2)CCN1C(=O)Cc1ccc(-c2ccccc2)cc1 (stereo unspecified)
-5.5	CC1Oc2c(cccc2C(=O)N(C)CC(=O)NC(C)(C)C)NC1=O (stereo unspecified)
-1.1	CSc1ccc(CNCc2cccnc2N2CCCC(O)C2)cc1 (stereo unspecified)
-21.2	Cc1cc(C(=O)N2CCC(n3nc(C)cc3C)C2)c2ccc(F)cc2n1 (stereo unspecified)
-3.4&-2.6	O=C(CC1=CCCCC1)N1CCCC(N2CCN(Cc3ccc4c(c3)OCO4)CC2)C1 (stereo unspecified)
-8.6	CC(C)CC(NC1CCN(C(=O)c2ccccc2)CC1)c1ncnn1C (stereo unspecified)
-2.5	O=C(NCC1CC1)c1ccc(O)c(Cl)c1
-4.4	CCCCc1ccc(N2C3=[N+](CCCS3)CC2(O)c2ccc(Cl)cc2)cc1 (stereo unspecified)
-5.8	Cc1ccc(-n2nc(C)c3c(-c4ccc(O)c(O)c4)c(C#N)c(N)nc32)cc1C
-6.0	CC(C)c1nc(CNc2ccccc2CC(=O)N(C)C)cs1
-4.1	Cc1cc(S(=O)(=O)Nc2ccc(Cl)c(N3CCCS3(=O)=O)c2)ccc1F
-7.2	c1ccc(CCNCCOc2ccccc2)cc1
-3.7	Cc1cc(NC(=O)c2nc(N3CCCC3)ncc2Cl)nc(C(C)C)n1

(further entries)
mcGAS MS inh	smiles
91.9*	NC(=O)CC(N)=S
-5.2	O=C(Cc1ccccc1)NCc1nnc(SCC(=O)Nc2ccccc2C(F)(F)F)n1-c1cccc(Cl)c1
-9.6	O=C(O)c1ccc(Oc2cccc(Cl)c2Cl)nc1
-18.0	CC1(C(=O)Nc2ccc3c(c2)OCO3)CCN1C(=O)CC1CC1 (stereo unspecified)
-4.5	O=C(NCCCn1ccnc1)c1ccc(S(=O)(=O)N2CCCCCC2)cc1
-10.6	Cc1cccc(C)c1OC(=O)c1ccc([N+](=O)[O-])cc1Cl
-1.7	Cc1ccc(CNS(=O)(=O)N2CC(C)OC(C)C2)cc1 (stereo unspecified)
-13.6	CC(C)C(NC(=O)COc1cccnc1)c1nnc2n1CCNCC2 (stereo unspecified)
-9.5	COC(=O)[C@H]1C[C@@H](O)CCN1C(=O)c1ccccc1NCc1cccs1
-6.3	CCNC(=O)c1cccc(NC(=O)c2ccccc2F)c1
-0.6	Cn1ncc2c1NC(=O)CC2c1cc2ccccc2o1 (stereo unspecified)
0.6	Cc1cccc(C)c1OCC(C)NCC(=O)Nc1cnccn1 (stereo unspecified)
1.3&5.1	COc1ccc(Cc2nnc3n2N=C(C24CC5CC(CC(C5)C2)C4)CS3)cc1
-8.0	CC(C)(C)n1cc(C#N)c(NC(=O)Cc2cccs2)n1
-1.1	CN(Cc1nc(-c2ccc(Br)s2)no1)c1nccs1

Pulled by structure from the entries so far, 2 records:
mcGAS MS inh	smiles
-8.0	CC(C)(C)n1cc(C#N)c(NC(=O)Cc2cccs2)n1
-4.5	O=C(NCCCn1ccnc1)c1ccc(S(=O)(=O)N2CCCCCC2)cc1

More records follow.
mcGAS MS inh	smiles
-6.0	COCC(O)CN(C)CCC(=O)Nc1cc(Cl)ccc1OC (stereo unspecified)
-7.8	Cc1n[nH]c(C)c1CCNC(=O)c1cccc(NCc2cccnc2)c1C
-12.0	CCN1CCc2nc(NC=CC(=O)C(F)(F)F)sc2C1
-3.9	O=C(Cc1ccc(N2CCCC2=O)cc1)NCCc1ccc(F)cc1
0.3	O/N=C1/CCC2CCCC1C2 (stereo unspecified)
-4.1	CC1CC(N2CCN(C(C)c3ccc(F)cc3F)CC2)C(=O)O1 (stereo unspecified)
-20.4	COc1cc(OC)c(OC)cc1CNC(C)c1ccc(Br)cc1 (stereo unspecified)
-12.7	O=C(c1cn(C2CCCCC2)nn1)N(Cc1ccccn1)CC1CCCO1 (stereo unspecified)
1.5	C=CCSc1nnc(-c2sc3ccccc3c2Cl)o1
-8.0	O=C(COc1ccccc1)OCc1cc(-c2cc3ccccc3o2)on1
-6.1	CCCOc1ccc(Cc2c(O)[nH]c(=S)[nH]c2=O)cc1C
-40.9	CC(C)(C)C(NCc1cc2c(cc1Br)OCCO2)c1cccs1 (stereo unspecified)
-11.5	CCCn1nccc1NC(=O)c1cccc(CN2C[C@@H](C)O[C@@H](C)C2)c1
-6.6	CCn1ccnc1C(O)c1cccc(OC)c1 (stereo unspecified)
-6.6	Cc1cn2c3c(=O)n(C)c(=O)n(C)c3nc2n1-c1ccccc1OCC(=O)C(C)(C)C

The list goes on.
mcGAS MS inh	smiles
-8.0	FC(F)n1c(CN2CCCCC2C2OCCO2)nc2ccccc21 (stereo unspecified)
-5.2	COc1nn(C)cc1C(=O)Nc1ccc2nc(SC)sc2c1
-3.6	O=C(Cc1c[nH]c2ccccc12)N1CCCC1c1ccccn1 (stereo unspecified)
-0.1	O=C(Nc1ccc(-c2noc(-c3ccccc3)n2)cc1)c1ccco1
2.3	COc1ccc(-n2nc3c(C)nnc(C)c3c2C)cc1OC
-6.4	COCC(=O)N1CCC(Oc2ccc(C(=O)N3CCC(Cc4ccccc4)CC3)cc2)CC1
-15.6	Nc1nc(SCC(=O)c2ccc(Cl)cc2Cl)nc(C2CCC2)n1
-14.1	Cc1cccc(CN(C(=O)c2ncoc2C2CCCO2)C2CC2)c1 (stereo unspecified)
1.6	O=C(c1cccc(S(=O)(=O)NCC2CC2)c1)N1CCCC1c1ccncc1 (stereo unspecified)
-1.3	NC(=NC1C2CC3CC(C2)CC1C3)Nc1ccc(I)cc1 (stereo unspecified)
9.2	CCCCc1cc(=O)[nH]c(-c2ccc(CN3CCC(F)(F)CC3)cc2)n1
-3.2	CC(C)(C)c1ccc(S(=O)(=O)NC2CCS(=O)(=O)C2)cc1 (stereo unspecified)
-9.3	O=C(Cc1csc(-c2ccccc2)n1)NNC(=O)c1cc(-c2ccccn2)nc2ccccc12
3.5	O=C(Nc1ccc(-c2cn3c(n2)CCCC3)cc1)c1ccccn1
1.0&5.1	CC(C)NC[C@H](O)COc1cccc2ccccc12

Following part:
mcGAS MS inh	smiles
0.4	Cc1cc(=O)n(C(N)=S)[nH]1
-0.1	CN(C)CC[C@@H](c1ccc(Br)cc1)c1ccccn1
-6.1	Cc1ccc(C2=NCN(c3ccc(C(=O)O)cc3)C(=S)N2)cc1
-2.9	COc1ccc(OC)c(C2CCCN2Cn2ncn(-c3ccccc3)c2=S)c1 (stereo unspecified)
-1.9	NC(=O)c1nnc2n1CCN(Cc1cc3ccccc3o1)C2
7.5	CC1SCCN1S(=O)(=O)c1ccc(Br)cc1 (stereo unspecified)
-16.3	CCSc1nc2sc3c(c2c(=O)n1CC)CCC(C)C3 (stereo unspecified)
-7.5	O=C1CCCc2ccc(NC(=O)C3CCCN(C(=O)C4CC4)C3)cc21 (stereo unspecified)
19.7	Cc1cc(N2CCCCC2)nc(Nc2ccc(NC(=O)C(C)Oc3ccccc3)cc2)n1 (stereo unspecified)
-5.4	Cc1c(C(=O)NCc2cccc(C(F)(F)F)c2)sc(=O)n1Cc1ccc(F)cc1
6.3	O=c1[nH]c(=S)[nH]c2sc3c(c12)CCC3
-1.5	CC12CCC(c3c(C(F)(F)F)n[nH]c31)C2(C)C (stereo unspecified)
-10.6	C(=Cc1ccccc1)CSc1nc2ccccc2o1
-7.0	O=C(NCCNc1ccc(Nc2ccccn2)nn1)Nc1ccc(F)cc1
-17.5	CCOc1c(Br)cc(C(=O)N2CCc3ccccc32)cc1OC

Next section
mcGAS MS inh	smiles
-5.9	CCc1nn2c(=O)cc(COC(=O)Cc3noc4ccccc34)nc2s1
-1.2	CCOC(=O)N1CCN(C2CCCN(C(=O)CCc3cnn(C)c3)C2)CC1 (stereo unspecified)
10.9	CC(NC(=O)CN(C)Cc1ccccc1Br)c1ccco1 (stereo unspecified)
-11.5	CC(=O)N1CCn2c(nnc2C(=O)NC2CCCCC2)C1
-7.6	Cc1cccn2c(=O)c(C=Nc3ccccc3)c(NCCO)nc12
-3.3	COC(=O)c1ccc2occ(-c3oc4ccc(C(=O)OC)cc4c3OC(C)=O)c2c1
-2.5	CCOc1ccccc1CN1CCN(Cc2ccc(C)s2)CC1CCO (stereo unspecified)
11.9	O=C(O)CCCc1nc2ccccc2c2nc(=O)c(-c3cccs3)nn12
1.4	CNS(=O)(=O)c1ccc(-c2cccs2)c(C(=O)N2CCc3ccccc32)c1
4.2	Cc1ccc(C(NC(=O)C2CC(=O)N(C3CCCC3)C2)C2CC2)cc1 (stereo unspecified)
0.1	CS(=O)c1nncn1CC(=O)c1ccc(Cl)c(Cl)c1 (stereo unspecified)
-11.5	CCOc1cc(C(=O)Nc2ccc(Cl)c(-c3nc4ccccc4[nH]3)c2)cc(OCC)c1OCC
-5.1	COc1cc(C(=O)N(C)OC)cc(OC)c1Br
-9.2	Cn1cc(NC(=O)Nc2cccc(N3CCCCCC3)c2)cn1
-5.8	Cc1ccc(O)c(C2=NOC(O)(C(F)(F)C(F)F)C2)c1 (stereo unspecified)

More results follow.
mcGAS MS inh	smiles
-1.9	CC(C)(C)n1ncc2c(=O)n(NC(=O)c3cc(Br)ccc3Cl)cnc21
-19.0	O=C1CC(c2ccc3cccc(O)c3n2)c2cc3cn[nH]c3cc2N1 (stereo unspecified)
2.9	Cc1cc(N2C[C@H]3OC(=O)N(CCc4ccccn4)[C@H]3C2)c2ccccc2n1
-4.1	C=C(C)Cn1c(=O)c2c(nc3n2CCCN3c2ccc(CC)cc2)n(C)c1=O
-1.2	CCN(CC)c1ccc(C=CC(=O)c2ccc([N+](=O)[O-])cc2)cc1
-3.8	S=c1[nH]c(-c2ccccc2)c(-c2ccccc2)n1CC1CCCO1 (stereo unspecified)
-9.6	N#CC(=C1Nc2ccccc2N1)S(=O)(=O)c1ccccc1
-1.8	Ic1ccc(OCCN2CCc3ccccc3C2)cc1
-0.7	CS(=O)(=O)c1ccccc1-c1nc2cc3c(cc2c(=O)o1)OCCCO3
-23.0	COCC(=O)NC(C)C1=CCCN(CCN2CCCCCC2)C1 (stereo unspecified)
-3.7	CC(C)[C@H](NC(=O)[C@H](CC(=O)O)NC(=O)[C@H](CCCCN)NC(=O)[C@@H](N)CCCN=C(N)N)C(=O)N[C@@H](Cc1ccc(O)cc1)C(=O)O
-1.5	O=C(Nc1ccc2c(c1)CN(Cc1cccnc1)CC2)C1(c2ccccc2)CC1
-2.2	CCCCOC(=O)c1ccc(NC(=O)CCN=C2NS(=O)(=O)c3ccccc32)cc1

Grouped by structure: the entries above containing a nitro group on carbon (two)
mcGAS MS inh	smiles
-10.6	Cc1cccc(C)c1OC(=O)c1ccc([N+](=O)[O-])cc1Cl
-1.2	CCN(CC)c1ccc(C=CC(=O)c2ccc([N+](=O)[O-])cc2)cc1

Assay outcomes (PubChem)

Only part of the results is shown (hit frequency here may not be typical).
